Bcl-2 Bim block: inhibitors of Bim-Bcl-2 binding, primary screen, biochemical, multiplexed, human Bcl-2 family; inhibition, % at 10 µM; AID 950, 2007; actives 0.06% (n = 190,000); Apoptosis regulator Bcl-2 (Homo sapiens), P10415; Bead-based flow cytometry, Bim peptide-Bcl-2 binding; in the data active means inhibition above about 40%; inconclusive means no clear call, values can overlap the other calls;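 further: 0% = no compound wells with probe peptide and 100% = reference peptide inhibitor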
Bcl-XL Bim block: inhibitors of Bim-Bcl-XL binding, primary screen, biochemical, multiplexed, bead flow cytometry, human Bcl-XL. Bcl-2-like protein 1 (Homo sapiens), Q07817. Bim peptide-Bcl-XL binding, fluorescence. inhibition, % at 10 µM. actives 0.04% (n = 190,000). AID 1007, 2008
Bim-Mcl-1: inhibitors of Bim peptide binding to Mcl-1, primary screen, biochemical, bead-based flow cytometry, multiplex | actives 0.1% (n = 190,000) | Induced myeloid leukemia cell differentiation protein Mcl-1 (Homo sapiens), Q07820 | inhibition, % at 10 µM | Bim peptide-Mcl-1 binding;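 further: 0% = no compound tracer wells and 100% = peptide blocker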
RGS7-Gao reg: RGS7-Galphao binding modulators, primary screen, biochemical, multiplexed bead flow cytometry | actives lie on both sides | binding response (% of control), % at 10 µM | actives 0.35% (n = 220,000) | AID 1439, 2008; in the data active means binding response below about 49% or above about 150%; inconclusive means no clear call, values can overlap the other calls; inactive means in between;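 further: fluorescent Galphao held in activated GDP-AlF4 state binding bead-coupled RGS7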
RGS8-Gao: RGS8-Galphao binding modulators, primary screen, biochemical, multiplexed bead flow cytometry. Guanine nucleotide-binding protein G(o) subunit alpha (Homo sapiens), P09471. response (percent of control binding), % at 10 µM. actives 0.34% (n = 220,000). actives lie on both sides; in the data active means response below about 60% or above about 140%; inactive means in between;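 further: Galphao activated as the GDP aluminium fluoride complex binding bead-coupled RGS8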
Bcl-W Bim block: inhibitors of Bim binding to Bcl-W, primary screen, biochemical, multiplexed, bead-based flow cytometry | Bim peptide-Bcl-W binding | inhibition, % at 10 µM | Bcl-2-like protein 2 (Homo sapiens), Q92843 | actives 0.02% (n = 190,000);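 further: 0% = bound tracer without compound and 100% = peptide blocker; higher means less fluorescent Bim peptide bound to Bcl-W beads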
Bim-Bcl-B: inhibitors of Bim-Bcl-B binding, primary screen, biochemical, multiplexed, human Bcl-2 family; actives 0.073% (n = 190,000); inhibition, % at 10 µM; bead-based flow cytometry, Bim peptide-Bcl-B binding; Bcl-2-like protein 10 (Homo sapiens), Q9HD36;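 further: 0% = tracer peptide without compound and 100% = reference inhibitor peptide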
Bfl-1 Bim block: inhibitors of Bim binding to Bfl-1, primary screen, biochemical, multiplexed, bead-based flow cytometry; Bcl-2-related protein A1 (Homo sapiens), Q16548; Bim-Bfl-1 binding inhibition; inhibition, % at 10 µM; actives 0.12% (n = 190,000); AID 1008, 2008;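 further: 0% = wells without compound plus tracer and 100% = blocker peptide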
ABCG2 inh: ABCG2 efflux pump inhibitors, primary screen, multiplex with ABCB1, IgMXP3 cells, flow cytometry; Broad substrate specificity ATP-binding cassette transporter ABCG2 (Homo sapiens), Q9UNQ0; JC-1 efflux; inhibition, % at 6.6 µM; actives 0.1% (n = 190,000);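 active means inhibition above 80%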;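 further: 0% = DMSO and 100% = nicardipine control wells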
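Test system: IgMXP3 cells (ABCG2) mixed with DDAO far-red-labelled CCRF-Adr cells (ABCB1). Reagent: JC-1 transporter substrate. Compound dosing: single test compound dose, 6.6 µM final. Times: 10 min compound exposure, 25 °C. Detection: flow cytometry of retained JC-1 fluorescence. Read-out basis: efflux inhibition in percent versus controls. Controls: nicardipine and DMSO wells.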
RGS4-Gao reg: modulators of RGS4 binding to Galphao, primary screen, biochemical, multiplexed bead flow cytometry. AID 1415, 2008. Guanine nucleotide-binding protein G(o) subunit alpha (Homo sapiens), P09471. binding response (% of control), % at 10 µM. actives 0.33% (n = 220,000). actives lie on both sides; in the data active means binding response below about 49% or above about 150%; inactive means in between;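 further: fluorescent Galphao activated with aluminum fluoride binding bead-coupled RGS4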
ABCB1 block: ABCB1 efflux pump inhibitors, primary screen, cell-based, multiplex, flow cytometry, ABCG2 counter-screen; ATP-dependent translocase ABCB1 (Homo sapiens), P08183; CCRF-Adr cells, JC-1 efflux; inhibition, % at 6.6 µM; actives 0.067% (n = 190,000); in the data active means inhibition above about 40%;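 further: 0% = vehicle and 100% = reference inhibitor; higher value means more JC-1 retained so stronger ABCB1 efflux block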
The depositor's hits bear a star; ? = inconclusive; · = no result given. Unless noted, no stated cut-off is given here; in the data, active means inhibition above about 40%.

SMILES	Bcl-2 Bim block	Bcl-XL Bim block	Bim-Mcl-1	RGS7-Gao reg	RGS8-Gao	Bcl-W Bim block	Bim-Bcl-B	Bfl-1 Bim block	ABCG2 inh	RGS4-Gao reg	ABCB1 block
Cc1cccc(NC(=O)COC(=O)CNC(=O)C2CCCCC2)c1	1	7	0	100	96	8	3	4	1	99	0.2
O=C(c1c[nH]c(C(=O)N2CCN(Cc3ccccc3)CC2)c1)C1CCCCC1	-1	-2	1	97	103	-1	-2	-3	1	102	0.5
COC(=O)c1ccc(Oc2nc(N3CCCCC3)nc(N3CCOCC3)n2)cc1	-9	0	-4	107	102	-2	-8	-12	4	102	1.1
COc1ccc(C(c2c(C)n(C)n(-c3ccccc3)c2=O)c2c(C)n(C)n(-c3ccccc3)c2=O)cc1O	-2	-1	-3	107	104	-1	-4	-4	1	106	0.3
CCC(=O)N1CCN(c2ccc(NC(=O)c3ccc(N4CCCC4)c([N+](=O)[O-])c3)cc2)CC1	-2	-3	-1	89	94	-4	-2	-1	11	91	0.7
CCC(C)Sc1nnc(CNC(=O)C23CC4CC(CC(C4)C2)C3)n1C1CCCCC1 (stereo not drawn)	-5	-4	-3	112	104	-4	-8	-2	-1	106	1.6
O=S(=O)(c1ccc(Oc2ccc(S(=O)(=O)N(CCO)CCO)cc2)cc1)N(CCO)CCO	-2	-6	-5	106	104	-9	-4	0	1	106	-0.3
O=C(NCc1cn2ccsc2n1)c1c(F)cccc1Cl	-3	2	0	105	98	-1	-3	-9	1	105	0.3
O=C(NCc1ccccn1)c1cccn1-c1ncc(C(F)(F)F)cc1Cl	0	-2	-2	104	102	-1	-2	-1	4	101	0.2
CCn1c(CNC(=O)COc2c(C)cccc2C)nnc1SCC(=O)Nc1nccs1	-9	-5	-1	103	109	0	-4	-9	6	102	0.5

An excerpt from above, limited to Bfl-1 Bim block:
Molecule,Bfl-1 Bim block
O=C(NCc1cn2ccsc2n1)c1c(F)cccc1Cl,-9
Cc1cccc(NC(=O)COC(=O)CNC(=O)C2CCCCC2)c1,4
CCn1c(CNC(=O)COc2c(C)cccc2C)nnc1SCC(=O)Nc1nccs1,-9
O=C(c1c[nH]c(C(=O)N2CCN(Cc3ccccc3)CC2)c1)C1CCCCC1,-3

Next entries:
SMILES	Bcl-2 Bim block	Bcl-XL Bim block	Bim-Mcl-1	RGS7-Gao reg	RGS8-Gao	Bcl-W Bim block	Bim-Bcl-B	Bfl-1 Bim block	ABCG2 inh	RGS4-Gao reg	ABCB1 block
CN(C)c1ccc(C2N(C(=O)N3CCOCC3)CCN2S(=O)(=O)c2ccccc2)cc1 (stereo not drawn)	0	0	0	109	99	0	-4	-4	3	94	0.6
O=C(COc1ccc2c(c1)OCO2)Nc1ccccc1C(F)(F)F	-2	-4	-1	98	101	-2	-2	-6	12	99	-0.2
Cc1c(Br)cc(C(=O)NC2CCCCC2)c(C)c1C	-1	-2	-1	107	106	0	0	0	1	111	0.4
O=C1NC(Nc2ccccn2)(C(F)(F)F)C(=O)N1c1ccc(F)cc1 (stereo not drawn)	0	-4	-1	99	102	0	2	1	2	102	0.4
N#CCCn1cc(C(=O)Nc2ccc(C(=O)O)cc2)c(-c2ccc([N+](=O)[O-])cc2)n1	-3	-2	-1	88	96	-1	-1	-6	0	92	0.3
CCCCn1c(S(=O)(=O)O)nc2ccccc21	-5	-2	0	90	98	-2	-7	1	-2	95	-2.0
COC(=O)c1cc(C(=O)Nc2nnc(CC(C)C)s2)cc([N+](=O)[O-])c1	0	-1	4	98	108	0	0	-6	4	105	0.2
COC(=O)c1n[nH]nc1-c1ccccc1	-2	-1	-6	101	106	-1	-4	-1	1	106	-0.3
O=C(COc1ccc([N+](=O)[O-])cc1)NCc1cccnc1	-2	-5	-1	99	101	-4	-7	-11	5	100	0.6
Cc1ccc(S(=O)(=O)NCCN=C(CN2CCOCC2)NS(=O)(=O)c2ccc(C)cc2)cc1	-8	-5	-1	99	101	2	-7	-10	1	100	0.4
CC(=O)Nc1ccc(OCC(=O)c2cc(C)ccc2C)cc1	-11	3	-3	102	101	0	-6	-17	6	101	0.6
CS(=O)(=O)N1CCN(c2ncccn2)CC1	-6	-5	-2	106	102	0	-8	-16	13	104	1.9
CC(C)CC1NC(=O)N(CC(=O)N2CCN(S(=O)(=O)c3ccc4ccccc4c3)CC2)C1=O (stereo not drawn)	-5	-2	1	104	104	2	-3	-14	11	106	0.8
Cn1c(SCc2cccc(C(F)(F)F)c2)nnc1-c1ccco1	-2	2	0	99	101	2	-4	-10	3	99	0.5
Cc1ccc(NN2C(=O)C=C(c3ccccc3)C2=O)cc1	0	-1	-5	97	88	-3	-1	-1	7	96	1.5
CC(=O)Nc1ccc(NC(=O)c2cccc(-c3cc4ccccc4oc3=O)c2)cc1	-1	1	0	104	104	1	-7	-5	1	101	0.5
O=C1S/C(=C/c2ccc(N3CCOCC3)o2)C(=O)N1Cc1c(F)cccc1Cl	0	-1	0	107	78	1	-12	21	136*	106	4.7
CCOC(=O)CN1C(=O)C(O)=C(C(C)=O)C1c1ccc([N+](=O)[O-])cc1 (stereo not drawn)	-1	-2	1	101	104	3	3	0	-3	101	0.0
c1ccc2sc(NCC3CCCO3)nc2c1 (stereo not drawn)	0	-5	-1	?	100	-4	2	1	0	100	0.0
Cc1cc(NC(=O)c2cc(C(C)C)on2)no1	-3	0	-1	96	99	1	0	-1	4	98	0.2
COc1ccc(C(=O)Nc2c3c(nn2-c2cccc(Cl)c2)CS(=O)C3)cc1 (stereo not drawn)	-8	9	1	99	100	0	-3	-13	0	101	-0.2
Fc1ccc(-c2ccnc(=S)[nH]2)cc1	0	1	2	102	109	1	0	5	3	101	0.2
CCOc1ccc(-c2nnn(CC(=O)NCc3ccco3)n2)cc1	-7	-9	-3	88	94	0	-10	-11	5	91	0.9
COc1ccc(-n2cnc3c(sc4nccc(N(C)C)c43)c2=O)cc1	-9	-4	-3	96	100	-2	-9	-13	12	99	0.3
COc1cc(NC(=S)NCCCN2CCOCC2)cc(OC)c1	-15	-9	-5	101	102	-4	-10	-7	4	105	0.0
COc1cccc(C2C=C(c3ccc(OC)cc3OC)Nc3nnnn32)c1 (stereo not drawn)	-2	0	-1	102	100	0	-2	0	2	101	0.2
CCC1CCCCN1C(=O)CSc1nc2c(c(=O)n(C)c(=O)n2C)n1C (stereo not drawn)	-4	-8	-4	103	105	-3	-8	-9	3	101	1.0
CCn1nnc(NC(=O)COc2ccc(C3CCCCC3)cc2)n1	-6	-6	-1	97	98	3	-6	-11	6	96	0.5
Cc1cccc(NC(=O)COC(=O)c2cc3ccccc3oc2=O)c1	-2	-2	-2	?	102	-4	-2	-5	4	104	-0.1
N#Cc1c(Oc2ccc3ccccc3c2)sc(C(=O)c2ccccc2)c1N	-9	-8	-3	98	99	-1	-9	-16	18	99	1.6
COc1ccc(NC(=S)NCc2cccs2)c(OC)c1	-4	-5	-6	91	80	-6	-9	0	9	91	0.2
CC(C)CCNC(=O)CN(C(=O)Cn1nnc(-c2ccccc2F)n1)c1cccc2c1CCCC2	0	-2	-2	12*	12*	0	2	-1	1	20*	1.1
COc1ccc(NC(=O)COc2ccc(C(=O)OCC(=O)N(C(C)C)C(C)C)cc2OC)cc1	0	0	0	102	97	0	1	5	6	98	1.1
COc1ccccc1Oc1ccc(Oc2ccccc2OC)cc1	-3	0	1	?	100	0	0	-4	1	100	0.4
COc1ccc(S(=O)(=O)N2CCC(C(=O)N3CCCCCC3)CC2)cc1	-15	-19	-3	102	103	-3	-13	-16	9	101	0.8
Cc1cc(CN(C)Cc2c(C(=O)N3CCCCCCC3)nc3ccc(Cl)cn23)n[nH]1	-5	-6	-2	101	103	-3	-3	-4	0	98	0.3
O=C(Nc1nnc(-c2ccccc2Cl)o1)c1ccco1	-7	-4	-1	·	·	-1	-6	-13	1	·	-0.1
O=C(C1CCCCC1)N1CCC(CO)(Cc2ccccc2Cl)CC1	-1	1	1	102	104	-1	0	-7	2	100	0.6
Nc1ccc2c(c1)C/C(=C/c1ccco1)C2=O	4	-5	-3	85	89	2	-9	10	9	92	0.7
O=c1oc2cc(OCc3ccc(F)cc3F)ccc2cc1-c1ccccn1	-15	-6	-4	106	100	-4	-6	-21	24	104	0.9

Of the compounds above, these have a cyano group.
SMILES	Bcl-2 Bim block	Bcl-XL Bim block	Bim-Mcl-1	RGS7-Gao reg	RGS8-Gao	Bcl-W Bim block	Bim-Bcl-B	Bfl-1 Bim block	ABCG2 inh	RGS4-Gao reg	ABCB1 block
N#CCCn1cc(C(=O)Nc2ccc(C(=O)O)cc2)c(-c2ccc([N+](=O)[O-])cc2)n1	-3	-2	-1	88	96	-1	-1	-6	0	92	0.3
N#Cc1c(Oc2ccc3ccccc3c2)sc(C(=O)c2ccccc2)c1N	-9	-8	-3	98	99	-1	-9	-16	18	99	1.6

Next section.
SMILES	Bcl-2 Bim block	Bcl-XL Bim block	Bim-Mcl-1	RGS7-Gao reg	RGS8-Gao	Bcl-W Bim block	Bim-Bcl-B	Bfl-1 Bim block	ABCG2 inh	RGS4-Gao reg	ABCB1 block
Cc1c(C#N)c2ccccc2n1CC(=O)NCc1ccccc1	0	-2	-2	98	94	1	-5	0	8	95	0.3
CCCCn1nc2cc(C(=O)NCCCCc3ccccc3)ccc2c1OCC	-2	-1	-3	102	101	0	0	-2	11	100	1.6
CCOc1ccc(NC(=O)C2CCC(C)(C(=O)O)C2(C)C)cc1 (stereo not drawn)	-2	-3	-1	101	98	-1	-3	-1	9	99	1.4
Cc1nc(N)sc1-c1csc(Nc2ncccn2)n1	2	4	-1	?	98	0	-1	-2	0	100	-0.2
FC(F)(F)c1cc(C(F)(F)F)c2ccc(N/N=C/c3cccc(Cl)c3)nc2n1	1	0	-1	101	102	-3	-1	-2	7	100	0.5
C=C(C)CSc1nncn1/N=C/c1ccc(OC)cc1	0	0	0	101	102	0	-1	-1	0	103	0.4
COc1ccccc1NC(=O)CCC(=O)N/N=C(/C)c1ccc(C)cc1	1	0	0	93	80	1	1	1	14	90	0.5
O=S(=O)(c1ccccc1)C1CON(Cc2ccccc2)C1c1ccccc1 (stereo not drawn)	-1	2	0	?	101	3	-6	-6	4	101	2.2
Cc1ccc(S(=O)(=O)NNc2ccccc2)cc1	0	-6	-2	104	101	-3	-14	6	-2	100	-0.3
CCOC(=O)C1CCCN(C(=O)c2cccc(S(=O)(=O)N3CCOCC3)c2)C1 (stereo not drawn)	-3	1	-2	101	95	-3	2	-3	0	85	0.3
O=C(Nn1cnnc1)c1cc([N+](=O)[O-])cc([N+](=O)[O-])c1	-2	-9	-17	83	97	-4	-9	-14	22	89	1.8

The order is random (roughly 0.94% active in at least one column).
